H9c2 TAG inh: reduces triacylglycerol accumulation in H9c2 cells; Nile Red lipid (TAG) fluorescence; cells loaded with 200 µM oleic acid; inhibition, % at 12.5 µM; 230,000 compounds, 0.66% hits; AID 651582;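 active means pattern-corrected inhibition of lipid staining of at least 50% with the nuclear-stain viability signal not falling by more than 50%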;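 further: 0% = DMSO wells and 100% = triacsin C control wells; some results filed as inactive read as strong as hits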
H9c2 TAG inh DAPI viability: recorded beside H9c2 TAG inh, whose call it bears; DAPI nuclei signal change (viability), lower = more cytotoxic, %;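 whole-well DAPI fluorescence read on a plate reader as a viability signal; minus 50 percent equals half of cells still viable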
* = called active by the depositor. These rows are one share of the data (hit frequency here may not be typical).

SMILES	H9c2 TAG inh	H9c2 TAG inh DAPI viability
CC(C)CC1NC(=O)C(CC(C)C)N(CO)C1=O (stereo not given)	2	1
CCc1ccccc1NC(=O)c1cc(S(=O)(=O)N2CCCC2)c[nH]1	9	2
CCc1cc(C(=O)N(C)CC(=O)N(CC(C)C)c2c(N)n(CC(C)C)c(=O)[nH]c2=O)sc1C	-11	-3
CC1CCCN(C(=O)c2ccc(CNc3c(N4CCCCC4)c(=O)c3=O)cc2)C1 (stereo not given)	11	-5
CCN(CC)C(=O)C1CCCN(Cc2ccc3ccccc3c2)C1 (stereo not given)	-14	6
CCOC(=O)N1CCN(C(=O)C2CCCN(S(=O)(=O)c3ccc(F)cc3)C2)CC1 (stereo not given)	5	-15
O=C(NC1=NCCS1)c1ccc(Cl)c(S(=O)(=O)N2CCOCC2)c1	3	9
O=C(c1ccc(CS(=O)(=O)c2ccc(Br)cc2)o1)N1CCN(c2ccccn2)CC1	-10	-4
CN(Cc1ccccc1)C1=CC(=[N+]2CCCCC2)CC(C)(C)C1	11	-6
COc1ccc(-c2csc(NC(=O)c3ccc(N4C(=O)CCC4=O)cc3)n2)cc1OC	2	6
CCCCn1c(N)c(N(C(=O)CSc2nncn2-c2ccccc2C)C2CCCC2)c(=O)[nH]c1=O	0	-10
Cc1cc(C(=O)NNC(=O)Nc2ccccc2)no1	10	-8
COc1cc(C(=O)NCCOc2cccc(C)c2)c(Br)c(OC)c1OC	-14	2
O=C(N/N=C/c1ccccn1)c1cc(-c2ccc(Br)cc2)nc2ccccc12	43	-12
Cc1nnc(Nc2ccc(Cl)cc2)n(N)c1=O	-4	-12
Cc1c(Cl)cccc1NS(=O)(=O)c1ccccc1	-2	-1
COC(=O)CN1C(=O)C2(C(C#N)=C(N)Oc3n[nH]c(-c4cccs4)c32)c2ccccc21 (stereo not given)	-17	2
CC1(NC(=S)Nc2ccccc2)CCS(=O)(=O)C1 (stereo not given)	17	-2
Cc1ccc(S(=O)(=O)Nc2ccccc2-c2nc3ccccc3[nH]c2=O)cc1	-7	2
CCc1nc2c(OCCC3CCCCC3)cccn2c1N(C)C(=O)c1ccncc1	12	-8
COc1cccc(C(NC(C)=O)c2nc(-c3ccccc3C)cs2)c1 (stereo not given)	-11	2
CCOc1ccc(NC(=O)Nc2cc(C)on2)cc1	2	6
Clc1cccc(Cc2nn[nH]n2)c1	0	-9
c1ccc(CC(Nc2ccccn2)c2ccccc2)cc1 (stereo not given)	-10	10
CCCCN1CC(C)(C)Oc2cccc(F)c2S1(=O)=O	1	-5
Cc1[nH]c2ccccc2c1C(=O)/C=C/c1ccccc1	-20	-3
Cc1ccccc1Nc1c(-c2ccccn2)nc2ccccn12	37	-10
CSc1ccc(Cl)c(C(=O)NNC(=O)c2cccs2)c1	1	2
O=C(C1=C(O)C(=O)N(Cc2cccnc2)C1c1cccc(Oc2ccccc2)c1)c1ccco1 (stereo not given)	5	1
CC[C@]12c3[nH]c4ccccc4c3CCN1C(=O)C(CC(=O)NCCc1ccccn1)C[C@@H]2C(=O)N1CCN(C(=O)c2ccco2)CC1 (stereo not given in full)	-12	-8
COc1cccc(N(C(=O)Cn2nnc(-c3ccc(F)cc3)n2)C(C(=O)NCC2CCCO2)c2ccc(Cl)cc2)c1 (stereo not given)	-8	10
CCOC(=O)Cc1csc(NC(=O)CSc2nc(-c3ccccc3)c(C#N)c(=O)[nH]2)n1	9	9
CC12CCC(C(=O)C1)C1(C)CCCC(=O)C21 (stereo not given)	3	11
COC(=O)[C@]1(C)N[C@H](CN(C)C(=O)c2ccc(C(C)(C)C)cc2)[C@@H]2C(=O)N(Cc3ccccc3)C(=O)[C@@H]21	15	7
Cn1c(=O)c2c(nc(N3CCC(C(N)=O)CC3)n2CCSc2nc3ccccc3s2)n(C)c1=O	2	1
CC(NC(=O)c1ccc(Br)o1)c1ccc(-n2ccnc2)cc1 (stereo not given)	-5	-4
CSc1ccccc1NC(=O)C1CCCN(S(C)(=O)=O)C1 (stereo not given)	5	1
Cc1cnc(C(=O)Nc2ccc(C(=O)N3CCCCC3)cc2)cn1	8	-8
COC(=O)c1cnc[nH]1	-15	4
CCCCSc1nnc(CSc2ncccn2)n1C	4	-13

Grouped by structure: those above containing an NH in an aromatic ring (ten)
SMILES	H9c2 TAG inh	H9c2 TAG inh DAPI viability
CCc1ccccc1NC(=O)c1cc(S(=O)(=O)N2CCCC2)c[nH]1	9	2
CCc1cc(C(=O)N(C)CC(=O)N(CC(C)C)c2c(N)n(CC(C)C)c(=O)[nH]c2=O)sc1C	-11	-3
CCCCn1c(N)c(N(C(=O)CSc2nncn2-c2ccccc2C)C2CCCC2)c(=O)[nH]c1=O	0	-10
COC(=O)CN1C(=O)C2(C(C#N)=C(N)Oc3n[nH]c(-c4cccs4)c32)c2ccccc21 (stereo not given)	-17	2
Cc1ccc(S(=O)(=O)Nc2ccccc2-c2nc3ccccc3[nH]c2=O)cc1	-7	2
Clc1cccc(Cc2nn[nH]n2)c1	0	-9
Cc1[nH]c2ccccc2c1C(=O)/C=C/c1ccccc1	-20	-3
CC[C@]12c3[nH]c4ccccc4c3CCN1C(=O)C(CC(=O)NCCc1ccccn1)C[C@@H]2C(=O)N1CCN(C(=O)c2ccco2)CC1 (stereo not given in full)	-12	-8
CCOC(=O)Cc1csc(NC(=O)CSc2nc(-c3ccccc3)c(C#N)c(=O)[nH]2)n1	9	9
COC(=O)c1cnc[nH]1	-15	4

(continued)
SMILES	H9c2 TAG inh	H9c2 TAG inh DAPI viability
Cc1ccccc1NC(=O)CN1C(=O)N/C(=C\c2cccn2-c2cccc(C(=O)O)c2)C1=O	12	-2
Nc1ccc(C#Cc2ccc3c(=O)c4ccccc4oc3c2)cc1	-10	63
CC(=O)c1cccc(NC(=O)C(C)OC(=O)C2=NNC(=O)CC2)c1 (stereo not given)	4	-5
COCCNC(=O)CN1C(=O)CSc2cc(S(=O)(=O)N3CCCCCC3)ccc21	-1	8
CC(C)CN1CCC(C(=O)NCC2CCCO2)CC1 (stereo not given)	3	-8
COc1ccc(C)cc1S(=O)(=O)NC1CCCC1	-5	5
Cc1cccc(NC(=O)CCOc2ccccc2)c1	-16	7
Cc1nc2ccccc2nc1N/N=C/c1ccc(O)cc1	8	6
CCc1ccccc1OCC(=O)Nc1cccc(S(=O)(=O)N2CCCC2)c1	-2	-3
Cc1ccc(S(=O)(=O)NCCC(=O)OCC(=O)N(Cc2ccccc2)C(C)(C)C)cc1	-1	-2
CCn1cc(CN2CCCC(C(=O)Nc3cccc(-n4cccn4)c3)C2)cn1 (stereo not given)	0	12
CN(C)N1C(=O)c2c(Cl)c(Cl)c(Cl)c(Cl)c2C1=O	-8	1
CC1(C(=O)NS(=O)(=O)C2CC2)CCN(C(=O)c2ccc(F)c(Cl)c2)C1 (stereo not given)	0	2
CC1(OC(=O)CCc2ccccc2)C(=O)C=C2C=C(c3ccc(C#N)cc3)N(CCc3ccccn3)C=C2C1=O (stereo not given)	3	-2
C=CCn1c(=NC(=O)C2CCCCC2)sc2cc(NC(C)=O)ccc21	13	1
CC(C)CCNC(=O)C1(c2cccs2)CCOCC1	-1	-2
N#CCSc1nnc(-c2ccc(F)cc2)n1N	-18	0
N=c1ccn(Cc2ccc(Cl)c(Cl)c2)cc1	-82	-9
CCOC(=O)C(NC(C)=O)C(=O)Nc1c(C)cccc1C (stereo not given)	-9	14
O=C(CNC(=O)c1ccc2c(c1)OCO2)N/N=C/c1cccc([N+](=O)[O-])c1	9	-7
CC12CC(O)C3C(CCC4=CC(=O)CCC43C)C1CCC2=CCO (stereo not given)	1	4
CCS(=O)(=O)N1Cc2ccccc2CC1C(=O)N(C)CC(=O)Nc1ccc(OC)cc1 (stereo not given)	12	-9
S=c1[nH]cc(-c2ccccc2)n1-c1ccccc1	12	-6
O=C(COCC(=O)N1CCOCC1)N1CCOCC1	6	-14
COc1ccc(Cc2n[nH]c(=S)n(N)c2=O)cc1	-12	8
CC(C)C(=O)C1=Cc2cc([N+](=O)[O-])ccc2OC1N1CCOCC1 (stereo not given)	1	-12
Cc1onc(-c2ccccc2)c1C(=O)N/N=C/c1ccco1	-4	-2
O=C(Nc1ccncc1)c1cc(S(=O)(=O)N2CCCC2)ccc1Cl	-17	10
COc1ccc2c(c1)c1nnc(SCC(=O)N3CCCCC3C)nc1n2C (stereo not given)	10	10
COc1ccc(-c2cc(-c3ccccc3)nc(=O)[nH]2)cc1	4	39
CC1CCN(C(=O)c2[nH]cnc2C(=O)Nc2nccs2)CC1	-4	-10
N#CC(C#N)c1ccnc2ccccc12	10	-2
CC(C)C(C)NC(=O)COC(=O)/C=C/c1ccc(S(=O)(=O)N2CCc3ccccc32)cc1 (stereo not given)	12	-2
O=C(NCC(=O)N(c1ccccc1)C(C(=O)NC1CCCCC1)c1ccncc1)c1ccco1 (stereo not given)	-5	-8
CCOC(=O)[C@H]1[C@H]2COc3ccc(Br)cc3[C@@H]2N2C(=O)c3ccc(C)cc3NC(=O)[C@@]12C	2	-4
COC(=O)c1ccc2c(c1)SC1=C(CCCC1=O)N2	7	3
O=C(O)c1cc(C(=O)C2CCCCC2)c[nH]1	6	-9
COc1ccc(C(=O)n2nc(C)cc2C)cc1Br	-44	-2
O=C(CN1C(=O)S/C(=C/C=C/c2ccccc2)C1=O)Nc1ccc(C(=O)O)cc1	0	8
Cc1ccccc1-c1cccc([C@@H]2C[C@H]3[C@H](CON3C)CN2S(=O)(=O)c2ccccc2C)c1	-2	-4
O=C(COC(=O)CCC(=O)c1cccs1)Nc1ccc(F)c(F)c1F	-8	13
COc1ccccc1NC(=O)CSc1nc2[nH]ncc2c(=O)[nH]1	14	-7
N=c1n(CCN2CCCCC2)c2ccccc2n1CC(O)c1ccco1 (stereo not given)	6	2
CC1Cc2ccccc2N1C(=O)CSc1nnc(C2CC2)n1C (stereo not given)	-1	4
Cc1ccc(S(=O)(=O)N2CCN(c3ccc([N+](=O)[O-])c(Sc4nncn4C)c3)CC2)cc1	-1	5
Cn1cnnc1SCc1ccc(C(=O)n2ncc(C#N)c2N)cc1	1	0
O=C(c1ccc(N2CCCC2=O)cc1)N1CCN(c2ccccc2Cl)CC1	7	1
CC1CCC(NC(=O)C2CCN(S(=O)(=O)c3ccc4nc5c(c(C(=O)O)c4c3)CC(C)CC5)CC2)CC1 (stereo not given)	5	5
Cc1ccc(S(=O)(=O)N(CCC#N)CCN2CCCC2)cc1	3	2
COCCCNC(=O)c1c[nH]c2ccc(S(=O)(=O)N3CCC4(CC3)OCCO4)cc2c1=O	1	5
CC(C)(C)[C@H]1C=C(C(N)=O)O[C@@H](OCc2ccc(CO)cc2)C1	24	1
Cc1ccc(/C=C/C(=O)NC(=S)N2CCN(C)CC2)cc1	8	-6
CN(C)CC(=O)Nc1cc(C(F)(F)F)ccc1Cl	3	-6
Cc1nc(N2CCC(C)CC2)c2nnn(Cc3ccccc3)c2n1	-7	2
COCC1CCN(C(=O)c2cc(COc3ccc(OC)c4ccccc34)on2)C1 (stereo not given)	11	-26
CC(C)=CCC/C(C)=C/CNC(=O)C[C@H]1C[C@H](C(=O)N(C(C)C)C(C)C)[C@@]2(C)c3[nH]c4cc(-c5ccco5)ccc4c3CCN2C1=O	15	-1
CN(C)c1ccc(-c2nc3ccccc3c(=O)[nH]2)cc1	32	-10
COCCn1c(C)cc(/C=C2/SC(=O)N(C(C)C(=O)OC)C2=O)c1C (stereo not given)	-8	7
O=C(NCCCN1CCN(c2cccc(Cl)c2)CC1)c1ccc(N2CCCC2=O)cc1	16	16
Cc1ccc(/C=C/S(=O)(=O)NCC(=O)OCC(=O)NCc2ccccc2)cc1	-14	-2

Next part.
SMILES	H9c2 TAG inh	H9c2 TAG inh DAPI viability
CC(C)(O)CN(C(=O)c1ccccc1)C1CCCCC1	7	-6
Cc1sc2ncnc(NCC(c3ccco3)N3CCCC3)c2c1C (stereo not given)	-34	9
CN1CCN(C(=O)/C(=C/c2cccs2)NC(=O)c2ccco2)CC1	-3	0
O=C(CSc1n[nH]c(C2CCCC2)n1)NC1CCCC1	-2	-9
c1ccc2c(N3CCCCCC3)nc(-c3ccncc3)nc2c1	20	3
N#C/C=C(/c1ccc(F)cc1)N1CCOCC1	-27	5
COc1ccc(C(c2oc(CO)cc(=O)c2O)c2oc(CO)cc(=O)c2O)cc1OC	-5	4
O=C(COc1ccc(S(=O)(=O)N2CCOCC2)cc1)NCc1ccccc1	-8	0
CCOC(=O)c1nnc(-c2ccc(C)cc2)nc1Sc1cccc(Cl)c1	9	-9
CN(Cc1ccccc1)S(=O)(=O)c1ccc(Cl)c(C(=O)N2CCOCC2)c1	7	-2

Profiles as entered above.
CN1CCN(C(=O)/C(=C/c2cccs2)NC(=O)c2ccco2)CC1 is listed with H9c2 TAG inh = -3; H9c2 TAG inh DAPI viability = 0
c1ccc2c(N3CCCCCC3)nc(-c3ccncc3)nc2c1 is listed with H9c2 TAG inh = 20; H9c2 TAG inh DAPI viability = 3
COc1ccc(C(c2oc(CO)cc(=O)c2O)c2oc(CO)cc(=O)c2O)cc1OC is listed with H9c2 TAG inh = -5; H9c2 TAG inh DAPI viability = 4
